Assay outcomes from PubChem BioAssay.
MCF10A rereplic: induces DNA re-replication in MCF 10a normal breast cells | MCF 10A DNA re-replication, Hoechst nuclear intensity, 48 h | Potency, µM (highest dose often 46.1 µM), for inactives: at the highest dose activity, positive = re-replication, usual class: activators | hit rate 2.9% among 350,000; also: potency is read from the fitted curve at half-maximal effect; % of control where 0% means no effect; nearly all actives have a fitted effect of over 50% in size
HT1080 IDH1KD tx: toxicity to HT-1080 IDH1 knockdown cells (counter line). HT-1080 IDH1 knockdown viability, ATP luminescence, 48 h. Potency, µM (top dose mostly 46.1 µM), for the others: at the top dose activity, negative = toxicity, usual class: cytotoxic. hit rate 2% among 360,000. AID 686971;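 also: potency is read from the fitted curve at half-maximal effect; 0% = DMSO wells and -100% = cell-free medium wells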
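In this qHTS, HT-1080 cells depleted of IDH1 are exposed for 48 h at 37 °C to compound titrations. Toxicity is scored from CellTiter-Glo luminescence, with DMSO as full viability and medium alone as none.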
IL1B secr inh: inhibitors of inflammasome signaling (IL-1 beta secretion); THP-1 LPS/ATP IL-1B secretion, AlphaLISA, 16 h; hits give low values; activity change, % at 57.5 µM; hit rate 4.7% among 360,000; AID 743279; in the data active = activity change below about -50%; inconclusive = mostly about -30% to -49%; also: % is scaled to controls: 0 for no effect and ±100 for the full control effect
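Secreted IL-1B measured by AlphaLISA bead assay after 16 h compound exposure of THP-1 cells; compounds (final up to 57.5 uM) added 1 h before LPS (250 ng/mL) and ATP (1.25 mM) stimulation; lower signal means less secretion.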
HT1080-NT tox: kills 2HG-producing HT-1080-NT fibrosarcoma cells; HT-1080-NT fibrosarcoma viability, CellTiter-Glo ATP luminescence, 48 h; Potency, µM (highest dose often 46.1 µM), for inactives: at the top dose activity, negative = less viability, hits mostly cytotoxic; hit rate 1.6% among 360,000; AID 686970;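 also: NT is the 2HG producing partner of a matched IDH1 knockdown line; potency is read from the fitted curve at half-maximal effect; 0% = DMSO-treated cells and -100% = media-only wells without cells; nearly all actives have a fitted effect of over 55% in size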
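Fibrosarcoma NT cells, 750 per well in 5% FBS RPMI, were exposed to compound for 48 hours. Viability: CellTiter-Glo luminescence.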
KB-3-1 cytotox: kills parental KB-3-1 adenocarcinoma cells; KB-3-1 viability, CellTiter-Glo ATP luminescence, 72 h; Potency, µM (doses to about 46.1 µM), for the others: at the top dose activity change, negative = cytotoxic, usual class: cytotoxic; hit rate 1.4% among 400,000; also: potency is read from the fitted curve at half-maximal effect; % is scaled to controls: 0 for no effect and ±100 for the full control effect; nearly all actives have a fitted effect of over 60% in size
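Screening of KB-3-1 cells (DMEM, 10% FBS, phenol-red free) ran from lowest to highest compound concentration; after 72 h at 37 °C viability was read luminescently and curves fitted.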
GLP1R cytotox: cytotoxic in the GLP-1 receptor inverse agonist counter-screen | HEK293 cAMP-luciferase reporter cells, luminescence, 24 h | hit rate 0.13% among 410,000 | Potency, µM (top dose mostly 38.3 µM), inactives show top-dose activity change, negative = inhibition, usual class: inhibitors;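 also: loss of luciferase light is scored as toxicity; potency is read from the fitted curve at half-maximal effect; % is scaled to controls: 0 for no effect and ±100 for the full control effect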
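Here, cytotoxicity is scored as loss of luminescence. The MLSMR collection was tested on cells seeded in medium containing 10% Nu serum, with a 24 hr compound exposure preceded by 12 hours of culture.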
KB-V1 MDR tox: kills drug-selected multidrug resistant KB-V1 cells; Potency, µM (titrated, usually from 46.1 µM), inactives show at the top dose activity change, negative = cytotoxicity, actives largely listed as cytotoxic; KB-V1 MDR cells viability, CellTiter-Glo, 72 h; hit rate 3.4% among 400,000; AID 1347076; also: potency is read from the fitted curve at half-maximal effect; % is scaled to controls: 0 for no effect and ±100 for the full control effect; nearly all actives have a fitted effect of over 60% in size
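Readout: CellTiter-Glo luminescence, 10 min after addition. Cells: KB-V1 MDR subline, 72 h at 37 degrees C with compound. Analysis: corrected, normalized data fitted to concentration-effect curves.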
DRD3 agonist: activates the human D3 dopamine receptor. P35462. hit rate 0.58% among 410,000. AID 652048. D3R DiscoveRx beta-arrestin cells, luminescence, 90 min. max activation, %; in the data active = max activation above about 30%; also: 0% is about no effect; mostly tested at two doses, the higher about 12 µM
Target sequence (P35462 whole entry, looked up): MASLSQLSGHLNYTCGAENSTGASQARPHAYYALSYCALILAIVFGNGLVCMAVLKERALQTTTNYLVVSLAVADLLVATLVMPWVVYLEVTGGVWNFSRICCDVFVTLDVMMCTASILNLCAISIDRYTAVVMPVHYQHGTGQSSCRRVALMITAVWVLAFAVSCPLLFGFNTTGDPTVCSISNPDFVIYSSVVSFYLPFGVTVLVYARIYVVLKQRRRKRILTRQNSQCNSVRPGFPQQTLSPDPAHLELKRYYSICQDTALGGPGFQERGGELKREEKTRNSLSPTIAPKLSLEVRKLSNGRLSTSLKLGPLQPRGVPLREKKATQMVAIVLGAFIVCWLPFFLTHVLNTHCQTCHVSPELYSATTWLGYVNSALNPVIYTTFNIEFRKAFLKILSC
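Agonist mode: compounds and dopamine controls were applied to plated cells for 90 min at 37 degrees C after an overnight attachment at 1500 cells/well. Luminescent read-out followed 30 - 60 minutes at room temperature with DiscoveRx detection reagent.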
SW480 rerep: induces DNA re-replication in SW480 colon adenocarcinoma cells | SW480 DNA re-replication, Hoechst DNA content imaging, 48 h | Potency, µM (titrated, usually from 46.1 µM), for inactives: top-dose re-replication activation, usual class: activators | hit rate 1.8% among 340,000; also: potency is read from the fitted curve at half-maximal effect; % of control where 0% means no effect; nearly all actives have a fitted effect of over 55% in size
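Compounds, transferred as 23 nL by pin tool, were incubated with cells for 48 hr; DNA content per nucleus was then quantified by Hoechst staining and fluorescence plate imaging.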
* hit, by the source's call; i = inactive; ? = inconclusive; . = no result given; [ ] = remark or other dose. Unless noted, calls follow the shape of the dose curve; as a rule, active = well fitted curve in the direction sought with a large enough effect; inconclusive = small, poorly fitted or top-dose-only effect, or another doubt; inactive = no such curve, though single readings can be large; an effect the other way counts as inactive or inconclusive. An unsorted share of the library; any-hit rate near 11%.

SMILES	MCF10A rereplic	HT1080 IDH1KD tx	IL1B secr inh	HT1080-NT tox	KB-3-1 cytotox	GLP1R cytotox	KB-V1 MDR tox	DRD3 agonist	SW480 rerep
COc1ccc(C)cc1Nc1ccc(C(=O)O)cc1[N+](=O)[O-]	0%	-17%	25	1%	-13%	5%	7%	-10	4%
CN1CCc2c(sc(/N=C/c3c[nH]c4ccccc34)c2C#N)C1	?	0%	-8	-5%	6%	1%	-14%	-8	-12%
Cc1cc(Cl)ccc1NC(=O)NC1CCN(S(=O)(=O)c2ccc(F)cc2)CC1	4%	-8%	-7	-1%	-12%	?	-14%	0	-3%
C=CCN(CC=C)C(=O)c1ccc2nc(Cc3ccc(OC)c(OC)c3)oc2c1	-7%	?	?	-25%	-19%	-11%	?	8	6%
N#CCCN(C(=S)Nc1ccc(S(=O)(=O)N2CCOCC2)cc1)c1ccccc1F	5%	-4%	-1	0%	1%	4%	-2%	-3	10%
COCCNC(=O)CN1C(=O)c2cccnc2Oc2ccc(Cl)cc21	.	.	.	.	?	-7%	4%	5	.
Cc1ccc(OC(=O)c2cc3ccccc3o2)cc1	-5%	7%	-1	-2%	7%	8%	0%	-1	-5%
O=c1[nH]c2cc3c(cc2cc1CN(CCN1CCOCC1)C(=S)NCC1CCCO1)OCO3 (stereo not given)	210%[9.22 µM]	9%	-7	12%	0%	-27%	?	1	-8%
CC(NC(=O)COC(=O)c1ccc(CO)cc1)C1CC2CCC1C2 (stereo not given)	1%	4%	0	-7%	-4%	-1%	14%	-7	-12%
COc1ccccc1NC(=O)c1sc2ncn(Cc3cccc4ccccc34)c(=O)c2c1C	7%	15%	-1	16%	11%	9%	0%	-1	1%
O=C(O)c1cc(NS(=O)(=O)c2cccs2)cc(NS(=O)(=O)c2cccs2)c1	4%	17%	6	-1%	.	-17%	.	-7	-7%
C=CCNc1ncnc2c1ncn2[C@H]1CN(CCOC)C[C@@H](CO)O1	.	13%	12	?	0%	0%	-2%	0	.
Cc1cc2c(c(Sc3ccccc3)n1)C(=O)OC2	-2%	2%	0	6%	11%	-5%	15%	-2	-21%
CNS(=O)(=O)c1cn(CC(=O)N2CCN(c3ccccc3F)CC2)cc1S(=O)(=O)NC	.	.	.	.	0%	0%	10%	3	.
CC(C)(C)C1CCC(=NOC(=O)c2ccc(F)cc2)CC1 (stereo not given)	?	6%	9	11%	4%	0%	1%	-2	-3%
COc1ccc(CCNC(=O)C2CC3Cn4c(nc5ccccc54)C3N2Cc2ccccc2)cc1 (stereo not given)	2%	3%	21	0%	15%	?	0%	8	-33%[inhibitor][9.22 µM]
Nc1nnc(/C=C/c2cccc([N+](=O)[O-])c2)s1	-2%	-5%	-10	-2%	0%	2%	0%	3	3%
CCc1ccc(/C(C)=N/NC(=O)CNC(=O)/C=C/c2ccco2)cc1	18%	17%	43	21%	0%	-6%	12%	-7	-3%
CCOC(=O)c1c(C)nn(-c2ccc(NC(=O)/C=C/C(=O)O)cc2)c1C	-2%	21%	0	5%	8%	-3%	0%	0	-6%
O=C(CSc1n[nH]c(=O)[nH]c1=O)Nc1cccc(S(=O)(=O)N2CCOCC2)c1	?	5%	5	9%	13%	1%	-2%	-2	-2%
Cc1ccc(NC(=O)COc2cccc3ccccc23)c(O)c1	?	2%	39	-2%	10%	-25%	0%	14	14%
COc1ccccc1N(CC(=O)Nc1ccc(C(F)(F)F)cc1)S(C)(=O)=O	1%	-19%	-12	-16%	1%	1%	-28%	1	0%
CCc1ccccc1NC(=O)N1CCC(NC(=O)C(Cc2ccccc2)NC(C)=O)CC1 (stereo not given)	0%	2%	20	3%	-5%	1%	11%	3	-37%
O=C1/C(=C\c2ccccc2)CCc2c1[nH]c1ccccc21	?	12µM*	?	7.3µM*	1.3µM*	-24%	?	-7	3.3µM*
Cc1cc(OCC(=O)N(C)Cc2ccccc2)ccc1Cl	-2%	-15%	-9	-12%	?	9%	-1%	-2	1%
(further entries)
SMILES	MCF10A rereplic	HT1080 IDH1KD tx	IL1B secr inh	HT1080-NT tox	KB-3-1 cytotox	GLP1R cytotox	KB-V1 MDR tox	DRD3 agonist	SW480 rerep
Cc1ccccc1NC(=O)Nc1nnc(N2CCCCCC2)s1	.	.	.	.	0%	-2%	-11%	6	.
CCOC(=O)c1c(-c2ccc(C)o2)csc1NC(=O)CN1CCC(C(N)=O)CC1	?	?	-78*	?	0%	8%	-19%	0	?
CN(C)C(=S)N=Nc1[nH]c2ccccc2c1O	?	-14%	48	-26%	-1%	?	-10%	-11	?
O=C(O)CCNc1ccc(Cl)cc1	1%	-1%	23	-1%	1%	-11%	0%	-2	10%
Cc1ccc(NC(=S)N2CCCC(c3nc4ccc(C)cc4[nH]3)C2)c(C)c1 (stereo not given)	-10%	0%	13	-7%	-7%	?	0%	-8	-6%
COc1ccc(C)cc1NC(=O)CC1COc2ccccc2O1 (stereo not given)	?	12%	40	-1%	-4%	4%	15%	1	0%
COc1ccc(NC(=O)CN(C)C(=O)C23CC4CC(CC(C4)C2)C3)cc1	15%	4%	-15	4%	0%	-1%	?	1	-1%
COCCn1c(=NC(=O)CCS(=O)(=O)c2ccccc2)sc2c(OC)ccc(OC)c21	?	12%	i	4%	26%	8%	?	4	-10%
Cc1cccc(NC(=O)/C=C/c2ccc3c(c2)OCO3)n1	-26%	?	-6	-24%	-6%	29%	?	-10	2%
NC(Cc1ccc(F)cc1)c1csc(Nc2ccc(C(=O)c3ccccc3)cc2)n1 (stereo not given)	.	15µM*	.	?	?	-3%	?	2	.
CC(=O)c1cccc(NC(=S)NC(=O)c2ccc(Cl)cc2)c1	0%	11%	-1	4%	8%	?	?	4	-3%
Cc1ccccc1C(=O)Nc1ccccc1-n1cccc1	3%	1%	-9	-5%	-15%	17%	-25%	-6	-2%
O=C1OC(N2CCN(Cc3ccccc3)CC2)c2ccccc21 (stereo not given)	9%	8%	-2	2%	2%	-8%	8%	-3	-3%
COc1ccc(-c2[nH]ncc2CN2CCC(OCc3cccnc3)CC2)c(F)c1	4%	-1%	8	-5%	-5%	7%	-37%	-5	-1%
CCOC(=O)c1ccc2c(c1)C(=O)N(C1CCCCC1)C2=O	-4%	14%	0	19%	-2%	-14%	?	4	-7%
O=C1NCCn2nc3ccccc3c21	-3%	12%	41	4%	-2%	0%	0%	-3	-23%[9.22 µM]
COc1cccc(/C=C2\SC(=O)NC2=O)c1OCc1ccc(C(=O)O)cc1	21%	11%	0	13%	1%	1%	1%	-7	-7%
Cc1oc2nc(SCC(=O)NCc3cccnc3)nc(N)c2c1C	-9%	-8%	3	14%	-7%	0%	?	-1	-11%
Cc1noc(C)c1/C=N/Nc1ccccn1	4%	29%	-70*	18%	0%	-3%	-32%	-3	1%
Nc1ncc(Br)cc1S(=O)(=O)NCCC(=O)NCCc1ccccc1	0%	-4%	36	4%	-5%	1%	4%	6	11%
O=C(Nc1cc2c(cc1Cl)OCCO2)c1ccco1	0%	3%	-6	?	-2%	-6%	?	12	-5%
O=C(O)C(c1ccccc1)N1C(=O)c2cccc3cccc(c23)C1=O (stereo not given)	3%	-9%	18	-3%	0%	4%	-2%	8	-1%
Cc1sc2ncnc(Sc3ccccc3C(=O)Nc3ccccc3Cl)c2c1C	9%	4%	-9	-3%	-6%	1%	-23%	0	?
COc1ccc(Nc2cc(C)c3cc([N+](=O)[O-])ccc3n2)cc1	-13%	-20%	-21	-2%	-7%	24%	-21%	-8	10%
N#C/C(=C\c1ccc(F)cc1)c1nc(-c2ccco2)cs1	?	?	-15	?	-2%	17%	20%	-1	14%

2 compounds from above, showing only HT1080 IDH1KD tx.
mol | HT1080 IDH1KD tx
CN(C)C(=S)N=Nc1[nH]c2ccccc2c1O | -14%
COCCn1c(=NC(=O)CCS(=O)(=O)c2ccccc2)sc2c(OC)ccc(OC)c21 | 12%

The listing picks up, starting 2 compounds before the break.
SMILES	MCF10A rereplic	HT1080 IDH1KD tx	IL1B secr inh	HT1080-NT tox	KB-3-1 cytotox	GLP1R cytotox	KB-V1 MDR tox	DRD3 agonist	SW480 rerep
COc1ccc(Nc2cc(C)c3cc([N+](=O)[O-])ccc3n2)cc1	-13%	-20%	-21	-2%	-7%	24%	-21%	-8	10%
N#C/C(=C\c1ccc(F)cc1)c1nc(-c2ccco2)cs1	?	?	-15	?	-2%	17%	20%	-1	14%
COc1ccc(OCc2cc(C(=O)N3CCC(OC)CC3)no2)c2ccccc12	6%	4%	13	-7%	.	-9%	.	-12	-1%
CC1CN(c2oc(-c3cccs3)nc2C#N)CC(C)O1 (stereo not given)	-19%	-1%	-14	-4%	12%	7%	?	0	-2%
CCN(CC)C(=O)c1sc2c(c1C)c(=O)n(-c1ccccc1)c(=O)n2CC(=O)N(CC)c1cccc(C)c1	.	.	.	.	7%	-6%	9%	-1	.
COC1=CC(=O)OC(c2ccc(OC)cc2)C1 (stereo not given)	-48%[inhibitor]	6%	-17	6%	?	5%	9%	-5	-2%
O=C(CSc1nnnn1-c1ccccc1)Nc1nsc(-c2ccc(Cl)cc2)n1	?	-1%	-18	0%	-3%	-2%	-6%	2	-8%
COc1cc(Cl)c(C)cc1NC(=O)CCc1nc2cccnc2n1Cc1cccs1	.	.	.	.	-3%	0%	-10%	-10	.
COc1ccc(CCNC(=O)c2cc3sccc3n2C)cc1OC	2%	-15%	-3	4%	0%	-13%	21µM*	-1	-4%
COc1ccc(NC(=O)c2cc(C3CCCCN3C(=O)OCC(C)C)on2)c(C)c1 (stereo not given)	.	-5%	-8	-12%	0%	-12%	-2%	0	.
CSc1cccc2sc(NC(=O)C3=COCCO3)nc12	6%	0%	-12	-8%	-1%	-9%	1%	6	-460%[inhibitor]
C=CCSc1n[nH]c(-c2cccs2)n1	-3%	7%	-24	16%	0%	-11%	3%	-1	3%
COc1ccc(-c2nc(C#N)c(NCC3CCCO3)o2)cc1 (stereo not given)	9%	13%	22	2%	-2%	-14%	?	-4	3%
